# IMP-1 inhibitor: IMP-1 metallo-beta-lactamase inhibitors, primary screen, biochemical, epi-absorbance readout, Pseudomonas aeruginosa enzyme | metallo-beta-lactamase IMP-1 (Pseudomonas aeruginosa) | purified IMP-1, nitrocefin hydrolysis, epi-absorbance fluorescence | inhibition, % at 5.6 µM | 0.45% of 290,000 active;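 active = inhibition above the mean plus 3 SD of all compounds in the same screening run, cut at about 4.5% in these data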;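 also: 0% = IMP-1 with DMSO and 100% = DMSO wells lacking enzyme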
#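 assay system = purified recombinant IMP-1 metallo-beta-lactamase enzyme | schedule = 15 min preincubation plus 25 min reaction at 25 °C | signal = Epi-absorbance fluorescence, 480 nm excitation, 530 nm emission | read-out basis = percent inhibition from optical density relative to buffer-blank wells | controls = IMP-1 with DMSO as 0%, enzyme-free DMSO as 100%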
# CRFBP-R2 block: antagonists of CRF-BP/CRF-R2 complex, primary screen, cell-based, HEK293, calcium dye fluorescence, uHTS; CRF-induced calcium fluorescence; inhibition, % at 11.8 µM; 0.59% of 350,000 active; AID 588475, 2011;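 active = inhibition of the ligand-induced calcium signal above about 50% at the single tested concentration, limit read from the data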
# IDE act: human IDE activators in live cells, primary screen, fluorescence polarization, HEK cells, FAbeta-B substrate. Insulin-degrading enzyme (Homo sapiens), P14735. AID 493087, 2011. 0.073% of 340,000 active. activation, % at 5.96 µM. FAbeta-B cleavage; 0% vehicle, 100% cell-free pure enzyme wells;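 active = activation above the mean of all tested compounds plus 3 SD, set per screening campaign, cut at about 17% in these data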
# Target sequence (P14735 whole entry, looked up): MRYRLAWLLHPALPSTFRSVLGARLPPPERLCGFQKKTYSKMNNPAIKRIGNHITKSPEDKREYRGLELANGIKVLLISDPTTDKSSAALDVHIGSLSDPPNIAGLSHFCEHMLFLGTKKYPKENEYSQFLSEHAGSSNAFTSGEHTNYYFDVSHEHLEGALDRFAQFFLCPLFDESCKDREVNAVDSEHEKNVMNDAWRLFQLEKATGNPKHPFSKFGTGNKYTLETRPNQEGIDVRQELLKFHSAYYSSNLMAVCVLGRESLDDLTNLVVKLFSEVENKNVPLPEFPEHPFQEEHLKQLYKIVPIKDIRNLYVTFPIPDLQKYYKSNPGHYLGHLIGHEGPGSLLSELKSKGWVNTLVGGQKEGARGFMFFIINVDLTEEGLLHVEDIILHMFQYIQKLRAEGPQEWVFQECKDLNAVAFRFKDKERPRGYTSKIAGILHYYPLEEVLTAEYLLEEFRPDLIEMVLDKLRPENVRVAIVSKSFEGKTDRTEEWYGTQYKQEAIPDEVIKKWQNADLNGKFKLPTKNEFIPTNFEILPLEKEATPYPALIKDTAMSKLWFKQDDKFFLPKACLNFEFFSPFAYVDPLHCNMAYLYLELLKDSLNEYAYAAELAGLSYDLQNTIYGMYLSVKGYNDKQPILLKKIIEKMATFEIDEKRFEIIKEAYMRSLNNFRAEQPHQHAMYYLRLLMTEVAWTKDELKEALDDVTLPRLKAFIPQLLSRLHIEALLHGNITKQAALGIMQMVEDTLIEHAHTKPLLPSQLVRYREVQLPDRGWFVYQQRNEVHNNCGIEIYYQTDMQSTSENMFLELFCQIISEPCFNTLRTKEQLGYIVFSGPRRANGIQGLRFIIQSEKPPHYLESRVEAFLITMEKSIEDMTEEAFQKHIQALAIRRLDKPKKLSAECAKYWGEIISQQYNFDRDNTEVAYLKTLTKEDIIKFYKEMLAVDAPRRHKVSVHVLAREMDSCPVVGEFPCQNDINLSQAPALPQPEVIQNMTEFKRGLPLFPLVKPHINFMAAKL
# pCIP destab: p/CIP-EGFP fusion destabilizers, primary screen, fluorescence, F442A cells; 16 h; Q05BA5; 0.01% of 290,000 active; decrease of EGFP signal, % at 10 µM; AID 1984, 2009;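 active = EGFP signal decrease of at least 30% at 10 µM or well 3 SD below plate mean, unless failing retest; inactive = the rest, including hits failing retest or dose response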; also: some compounds called inactive have numbers as strong as hits; many of its hits are not listed in these tables
# HCV NS3 hel inh: inhibitors of HCV NS3 helicase, primary screen, biochemical, Cy5 molecular beacon fluorescence; NS3 helicase DNA unwinding; inhibition, % at 10.9 µM; Hepatitis C virus NS3 helicase; 0.56% of 290,000 active;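 active = inhibition above the mean of all tested compounds plus 3 SD, set per campaign, cut at about 35% in these data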;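 also: 0% = DMSO wells and 100% = thioflavine S control wells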
#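 Material: hepatitis C virus NS3 helicase domain fragment enzyme; measured by: Cy5 fluorescence, 0 and 60 min reads; control set: DMSO and thioflavine S; incubation: 60 min unwinding reaction at 25 °C after ATP addition; read-out basis: % inhibition from 60/0 min fluorescence ratio, DMSO 0%, thioflavine S 100%; repeats: singlicate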
# GalR3 antagonist: GalR3 antagonists in HEK293 cells, primary screen, cell-based, fluorescence readout; AID 651719, 2012; 0.44% of 360,000 active; HEK293 GalR3-CNG cAMP membrane potential fluorescence; galR3 body fused to GalR1 C-terminus; Galanin receptor type 3 (Homo sapiens), O60755; inhibition, % at 3 µM;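 active = inhibition above the screen-wide average plus 3 SD, cut at about 13% in these data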;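 also: forskolin and galanin both at EC90 stimulate the cells; cAMP rise reported by CNG channel membrane potential dye signal; 0% = forskolin plus galanin with DMSO and 100% = forskolin alone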
# SUMO HTRF inh: inhibitors of in vitro SUMOylation cascade, primary screen, biochemical, HTRF, uHTS; inhibition, % at 35 µM; SUMO-conjugating enzyme UBC9 (Homo sapiens), P63279; HTRF SUMOylation assay, SAE1/SAE2 + UBC9; 0.36% of 290,000 active; in the data active = inhibition above about 50%, passing the limit was not always enough; also: strong numbers were not always called active
# IDE inh: human IDE inhibitors in live cells, primary screen, fluorescence polarization, HEK cells, FAbetaB substrate; Insulin-degrading enzyme (Homo sapiens), P14735; FAbetaB cleavage; inhibition, % at 5.59 µM; 0.41% of 320,000 active; AID 434962, 2010;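 active = percent inhibition above the average of all tested compounds plus 3 SD, set per screening campaign, cut at about 16% in these data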;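 also: IDE supplied by intact live HEK cells; FP after avidin binding of uncleaved biotin substrate so inhibition keeps polarization high; 0% = DMSO wells and 100% = 60 µM reference IDE inhibitor Ii1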
# VIM-2 inh: VIM-2 metallo-beta-lactamase inhibitors, primary screen, biochemical, epi-absorbance readout, Pseudomonas aeruginosa enzyme | inhibition, % at 5.6 µM | purified VIM-2, nitrocefin hydrolysis, epi-absorbance fluorescence | AID 1527, 2009 | 0.89% of 290,000 active;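 active = inhibition above the mean of all tested compounds plus 3 SD, cutoff set per screening run, cut at about 7.5% in these data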;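 also: red hydrolysis product quenches plate fluorescence so inhibitors raise well fluorescence; 0% = enzyme with DMSO and 100% = DMSO without enzyme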
# * hit, by the source's call; nt = no result given.
SMILES,IMP-1 inhibitor,CRFBP-R2 block,IDE act,pCIP destab,HCV NS3 hel inh,GalR3 antagonist,SUMO HTRF inh,IDE inh,VIM-2 inh
CCCCSc1nnc(-c2ccc(NC(C)=O)cc2)n1C,-2.4,19,-6,-7,-3,0,2,-1,-2.1
CCCc1c(C(=O)NNc2cc(C(F)(F)F)ccc2Cl)cnn1-c1ccccc1,-2.5,-8,7,-5,5,-4,-1,1,-1.1
COCCCn1c(-c2ccsc2)nc2c1c(=O)[nH]c(=O)n2Cc1ccccc1,-0.8,-13,-1,-2,-1,-3,6,3,-1.0
COc1ccc(/C=N/NC(=O)CN(Cc2ccccc2)S(=O)(=O)c2ccc3c(c2)OCCO3)cc1,-5.7,18,4,-4,11,-5,2,2,-5.2
OCCN(C=NC1=NN(c2cccc(C(F)(F)F)c2)CC1)CCO,-25,-10,7,-1,6,-4,7,0,-1.7
COCCNc1ccc(N2C(=O)CCCC2=O)cc1[N+](=O)[O-],-2.3,7,7,-9,4,4,12,1,-3.4
CCOC(=O)CN1C(=O)S/C(=C/c2ccc(O)c([N+](=O)[O-])c2)C1=O,-2.4,19,-2,22,11,-3,-3,0,-3.3
COc1cccc(NC(=O)CN(C)S(=O)(=O)c2ccc3c(c2)NC(=O)CS3)c1,-0.3,-4,-5,-10,-2,3,7,-4,1.5
COc1ccc(-c2nnc(OCc3nc4ccccc4n3C)c3ccccc23)cc1,-0.3,2,-4,0,-6,-1,-10,11,0.5
CCCNC(=O)NC(=O)COC(=O)CNS(=O)(=O)/C=C/c1ccccc1,-2.7,3,4,14,5,-2,-9,-1,-2.5
Cc1cccc(CCNC(=O)CN(C)S(=O)(=O)c2ccc3c(c2)c(=O)n(C)c(=O)n3C)c1,-3.0,19,-1,-2,1,3,1,6,-3.4
Nc1ncnc2nc(SCC(=O)Nc3cccc(C(F)(F)F)c3)[nH]c12,-2.7,-11,-4,-8,6,-5,-4,-11,-1.1
Fc1cccc(Cl)c1CNCc1ccccc1Cl,-3.4,-31,-3,6,-3,0,2,2,-1.3
O=C(CCCn1cnc([N+](=O)[O-])n1)Nc1ccc(Cl)c(Cl)c1,-1.0,30,-4,-6,-2,-4,12,10,-2.2
CC(=O)C1=C(O)C(=O)N(c2cccnc2)C1c1ccc(Cl)cc1 (stereo not given),-2.0,21,-2,-10,-4,1,24,5,1.5
Cc1cc(NC(=O)CSc2nc3cc(Cl)ccc3c(=O)n2CC(C)C)no1,-0.4,nt,nt,1,8,nt,-8,4,0.6
CCOC(=O)N1CCN(c2c(N3CCN(c4cccc(C(F)(F)F)c4)CC3)c(=O)c2=O)CC1,-2.3,-22,-5,6,1,nt,2,-2,-3.0
Cc1cc(=O)oc2cc(OCC(=O)N3CCC(C(N)=O)CC3)ccc12,-1.4,-6,1,0,-17,-4,16,4,1.9
CCCn1nc(C(=O)NNC(=O)CSC(C)C(=O)Nc2cc(C)on2)c2ccccc2c1=O (stereo not given),-2.0,7,3,-35,-13,6,-9,1,-5.4
Cc1ccc2c(COC(=O)c3c(C)noc3C)cc(=O)oc2c1,-1.9,-10,2,-1,8,-7,0,5,0.8
CCCCCN(C(=O)CCC(=O)OC(C)C(=O)NC1CCCCC1)c1c(N)n(CCCC)c(=O)[nH]c1=O (stereo not given),nt,2,2,nt,nt,-2,nt,-3,nt
CCS(=O)(=O)N1CCC(C(=O)NCc2cc(OC)ccc2OC)CC1,-3.0,2,0,5,0,-1,3,-2,-4.6
COC(=O)c1cc(-c2ccc(Br)cc2)on1,-3.4,40,3,-6,3,nt,5,-1,-1.5
COc1ccccc1NC(=O)Nc1nnc(CC(=O)Nc2ccccc2C)s1,-2.9,-26,3,-46,-4,-9,25,-6,-1.1
Cc1ccc2cc(NC(=O)c3cccc(F)c3)ccc2n1,-2.7,-12,-1,-16,-7,-2,20,-2,-0.5

# An excerpt of these results, tab-delimited.
smiles	IMP-1 inhibitor	CRFBP-R2 block	IDE act	pCIP destab	HCV NS3 hel inh	GalR3 antagonist	SUMO HTRF inh	IDE inh	VIM-2 inh
CCCCSc1nnc(-c2ccc(NC(C)=O)cc2)n1C	-2.4	19	-6	-7	-3	0	2	-1	-2.1
CCCc1c(C(=O)NNc2cc(C(F)(F)F)ccc2Cl)cnn1-c1ccccc1	-2.5	-8	7	-5	5	-4	-1	1	-1.1
COCCCn1c(-c2ccsc2)nc2c1c(=O)[nH]c(=O)n2Cc1ccccc1	-0.8	-13	-1	-2	-1	-3	6	3	-1.0
COc1ccc(/C=N/NC(=O)CN(Cc2ccccc2)S(=O)(=O)c2ccc3c(c2)OCCO3)cc1	-5.7	18	4	-4	11	-5	2	2	-5.2
OCCN(C=NC1=NN(c2cccc(C(F)(F)F)c2)CC1)CCO	-25	-10	7	-1	6	-4	7	0	-1.7
COCCNc1ccc(N2C(=O)CCCC2=O)cc1[N+](=O)[O-]	-2.3	7	7	-9	4	4	12	1	-3.4
CCOC(=O)CN1C(=O)S/C(=C/c2ccc(O)c([N+](=O)[O-])c2)C1=O	-2.4	19	-2	22	11	-3	-3	0	-3.3
COc1cccc(NC(=O)CN(C)S(=O)(=O)c2ccc3c(c2)NC(=O)CS3)c1	-0.3	-4	-5	-10	-2	3	7	-4	1.5
COc1ccc(-c2nnc(OCc3nc4ccccc4n3C)c3ccccc23)cc1	-0.3	2	-4	0	-6	-1	-10	11	0.5
CCCNC(=O)NC(=O)COC(=O)CNS(=O)(=O)/C=C/c1ccccc1	-2.7	3	4	14	5	-2	-9	-1	-2.5

# (more compounds)
SMILES,IMP-1 inhibitor,CRFBP-R2 block,IDE act,pCIP destab,HCV NS3 hel inh,GalR3 antagonist,SUMO HTRF inh,IDE inh,VIM-2 inh
CCN(CC)C(=O)CSc1nnc(SCc2ccc(Cl)cc2)s1,-0.2,11,4,-6,-2,-3,-6,0,-1.3
O=C(CCC(=O)c1cccs1)OCC(=O)N1CCN(C(=O)c2ccco2)CC1,-0.4,15,2,-6,0,-3,5,8,-1.4
CCC(CC)C(=O)Nc1cccc(-c2ccc3nncn3n2)c1,-1.7,-8,7,0,1,2,19,-3,0.2
COC(=O)C1CCN(C(=O)Cc2c(OC)ccc3cc(Br)ccc23)CC1,-2.9,5,-4,1,-2,-1,22,4,-5.8
CCOc1cc(/C=C2\NC(=O)NC2=O)ccc1OC(C)C(=O)O (stereo not given),1.3,0,6,21,10,-9,4,-2,0.2
CC(C)CNS(=O)(=O)c1ccc(S(=O)(=O)N2CCN(CCC#N)CC2)cc1,-1.4,6,7,-13,-4,2,22,3,-0.5
N#CC1=C(N)Oc2n[nH]c(-c3cccnc3)c2C1c1ccc([N+](=O)[O-])o1 (stereo not given),-1.3,-15,1,3,3,-2,7,3,2.2
O=C1OCCC1Sc1nnc(-c2ccco2)o1 (stereo not given),-1.4,-9,4,3,3,0,-62,4,-1.7
Cc1nc2ccc([N+](=O)[O-])cc2s1,-2.0,-20,6,-12,-5,-5,12,1,0.8
CN(C)CCNC(=O)C1CCCNC1=O (stereo not given),-1.1,12,0,-5,-1,-4,-13,-1,-3.7
CC(=O)c1ccc(N(CC(=O)NC2CCS(=O)(=O)C2)S(=O)(=O)c2ccc(Cl)cc2)cc1 (stereo not given),nt,-15,-1,nt,nt,2,nt,-1,nt
Cc1cccc(C(=O)NC(=S)N2CCc3ccccc3C2)c1,-2.7,2,1,-4,-3,-4,5,-2,-4.7
O=C1/C(=C/c2cccc([N+](=O)[O-])c2)CCc2ccccc21,-2.6,-21,6,-9,-4,16*,8,6,-3.7
Cn1nnnc1SCC(=O)NCc1ccco1,-1.1,8,1,1,1,-1,7,-1,-1.3
CCOC(=O)Cn1c(=O)oc2cc(S(=O)(=O)N3CCn4c3nc3ccccc34)ccc21,-2.2,8,1,-12,10,2,13,6,-5.9
CCC(C)NS(=O)(=O)c1ccc(OCC(=O)N2CCCCC2)cc1 (stereo not given),-3.4,5,-2,5,4,-9,4,7,-2.3
O=S(=O)(Cc1ccccc1)NCC1CCCN(Cc2ccc3nonc3c2)C1 (stereo not given),-1.2,1,2,18,-5,-3,19,4,-2.5
O=C(Cc1ccccc1)NCc1ccccn1,-0.9,2,5,-12,-7,-3,14,-4,1.5
S=C(Nc1ccc(Br)cc1Cl)N1CCN(c2ccccn2)CC1,-4.0,-2,3,-2,8,-5,-5,6,-3.2
Cc1cc2c(c(=O)n1Cc1ccc3c(c1)OCO3)C(c1cccnc1)C(C#N)=C(N)O2 (stereo not given),-3.8,-10,0,9,6,-2,0,-3,-3.3
CC(NC(=O)COC(=O)CCC(=O)c1ccc(Cl)cc1)c1ccccc1 (stereo not given),nt,5,-5,nt,nt,-6,nt,-4,nt
O=C(CSc1nc2ccccc2[nH]1)Nc1c(F)cccc1F,-0.6,-8,2,-13,-2,-1,25,-2,-0.5
Cc1cccn2c(=O)c3cc(C(=O)NCC4CCCO4)c(=N)n(CCc4ccccc4)c3nc12 (stereo not given),-4.5,7,1,-18,-2,-8,23,3,0.0
Cc1ccc(NC(=O)CCC(=O)NNC(=O)C(C)(C)C)c(C)c1,-0.6,3,4,-2,3,0,4,2,-0.1
CCCCOc1ccc(OCCCC)c2c1NC1(N2)C(=O)N(C(C)=O)c2ccccc21,-1.3,-34,2,-1,5,-3,-7,9,-0.5
# Further entries
SMILES,IMP-1 inhibitor,CRFBP-R2 block,IDE act,pCIP destab,HCV NS3 hel inh,GalR3 antagonist,SUMO HTRF inh,IDE inh,VIM-2 inh
C=CCNC(=O)c1ccc(Sc2ccc(C)cc2)c([N+](=O)[O-])c1,-2.1,7,5,-8,-7,-1,5,7,-1.2
Brc1ccc(Nc2nc3ccccc3n3nnnc23)cc1,-4.3,nt,nt,-12,-9,nt,25,3,-3.5
CCOC(=O)C1(S(=O)(=O)c2ccc(Cl)cc2)CCN(Cc2ccc(C)cc2)CC1,-1.3,15,0,-8,-13,-3,-12,-5,-0.5
CC(Cn1cncn1)C(=O)N1CCN(S(=O)(=O)c2ccccc2)CC1 (stereo not given),0.5,1,4,-13,-1,-6,10,2,-2.9
CC(C)(C)c1ccc(OCC(=O)OCCNC(=O)c2cccnc2)cc1,0.1,-2,2,-6,-8,1,1,0,1.4
CCOC(=O)C1(Cc2cccc(Cl)c2)CCCN(C(=O)c2cc(C)[nH]n2)C1 (stereo not given),-2.1,-8,-2,-8,-3,-4,-1,-2,0.0

# Bioassay records deposited in PubChem BioAssay by several laboratories.
